Bioassay records from PubChem BioAssay.
DRD3 antagonist: qHTS of D3 Dopamine Receptor Antagonist: qHTS; D(3) dopamine receptor (Homo sapiens), P35462; D3R cells, DiscoveRx beta-arrestin luminescence, antagonist mode; stronger effect = lower value; max response, negative = inhibition, %; 2.5% of 360,000 active; in the data active = max response below about -50%; inconclusive = no clear call, values can overlap the other calls; note: % is set by controls: 0 for no effect and ±100 for the full control effect; mostly tested at two doses, the higher about 12 µM
Target sequence (P35462 whole entry, looked up): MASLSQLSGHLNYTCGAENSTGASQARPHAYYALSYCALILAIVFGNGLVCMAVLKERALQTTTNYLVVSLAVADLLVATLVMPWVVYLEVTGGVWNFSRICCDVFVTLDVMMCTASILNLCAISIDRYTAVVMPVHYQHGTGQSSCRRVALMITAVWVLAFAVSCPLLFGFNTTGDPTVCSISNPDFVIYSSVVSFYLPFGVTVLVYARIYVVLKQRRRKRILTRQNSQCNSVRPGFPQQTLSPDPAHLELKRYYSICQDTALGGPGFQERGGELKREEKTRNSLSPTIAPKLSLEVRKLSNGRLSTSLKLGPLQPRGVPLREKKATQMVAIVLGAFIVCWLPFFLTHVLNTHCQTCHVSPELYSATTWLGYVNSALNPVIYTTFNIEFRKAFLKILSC
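Cells expressing the human receptor were seeded at 1500 cells/well, incubated overnight at 37 degrees C in 5% CO2, then exposed to library compounds with dopamine controls for 90 minutes at 37 degrees C before luminescent detection.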
PI5P4K alpha inh: qHTS for Inhibitors of phosphatidylinositol 5-phosphate 4-kinase (PI5P4K) | 1.2% of 330,000 active | Phosphatidylinositol 5-phosphate 4-kinase type-2 alpha (Homo sapiens), P48426 | PI5P4Kalpha enzyme, ADP-Glo luminescence, 60 min; stronger effect = lower value | max response, %; active = max response of -50% or lower; inconclusive = between -30% and -50%; inactive = -30% or higher; note: value at the top dose of about 77 µM; % is set by controls: 0 for no effect and ±100 for the full control effect
Target sequence (P48426 whole entry, looked up): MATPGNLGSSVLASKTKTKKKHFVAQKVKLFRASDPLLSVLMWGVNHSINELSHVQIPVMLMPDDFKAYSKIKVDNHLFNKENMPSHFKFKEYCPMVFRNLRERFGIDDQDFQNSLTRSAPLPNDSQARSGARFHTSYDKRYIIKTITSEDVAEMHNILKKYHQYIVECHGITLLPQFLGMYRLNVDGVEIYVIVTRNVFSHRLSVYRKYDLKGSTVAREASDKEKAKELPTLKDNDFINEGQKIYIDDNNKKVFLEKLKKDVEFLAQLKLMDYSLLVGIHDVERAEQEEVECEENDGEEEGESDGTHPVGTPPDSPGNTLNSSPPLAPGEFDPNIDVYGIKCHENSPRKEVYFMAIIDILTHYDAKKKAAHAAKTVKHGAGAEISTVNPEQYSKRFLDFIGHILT
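Enzyme plus substrate dispensed, test compounds pinned in, then ATP (5 microM final) added. After 60 min at RT, ADP-Glo reagent 1 for 45 min and reagent 2 for 30 min preceded luminescence imaging.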
GLP1R ag: qHTS of GLP-1 Receptor Agonists; Glucagon-like peptide 1 receptor (Homo sapiens), P43220; HEK293 GLP-1R CRE-luciferase, luminescence, 4-6 h; cells express a hypersensitive GLP-1R form; Potency, µM (doses to about 45.6 µM), without a hit: at the highest dose activation, actives largely listed as activators; 0.007% of 380,000 active; AID 624172, 2012; note: potency is the fitted concentration of half-maximal effect; % of control where 0% means no effect
WRN inhibitor: qHTS for Inhibitors of WRN Helicase | WRN helicase unwinding, fluorescent forked duplex, kinetic | 0.46% of 360,000 active | Potency, µM (top dose mostly 114 µM), inactives show top-dose activity change, negative = inhibition, most hits filed as inhibitors | Bifunctional 3'-5' exonuclease/ATP-dependent helicase WRN (Homo sapiens), Q14191 | AID 651768, 2012; note: potency is the fitted concentration of half-maximal effect; % is set by controls: 0 for no effect and ±100 for the full control effect; nearly all actives have a fitted effect of over 55% in size
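Kinetic fluorescence helicase assay: unwinding of a quenched forked DNA duplex (100 nM final) with 2 mM ATP final raises red fluorescence (525/598 nm). Compounds sat 15 min at room temperature with 20 nM WRN beforehand.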
IL-2 act: qHTS of IL-2 Activators; IL-2 activation reporter assay, cell-based qHTS; stimulated with anti-CD3/CD4/CD28 beads; in transgenic mouse T cells; activation, % (series mostly up to about 46 µM); 0.065% of 360,000 active; in the data active = activation above about 50%; inconclusive = mostly about 30% to 49%; note: 0% is about no effect
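Readout is EGFP and DsRed signal by fluorescent plate cytometry after 18 h at 37 degrees C. Transgenic mouse T cells (750/well) received compound for 60 min before bead stimulation (anti-CD3, anti-CD4, anti-CD28); memory T cells served as non-tolerant control.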
HEK293 tox: qHTS of GLP-1 Receptor Inverse Agonists: Cytotox Screen | HEK293 cAMP-luciferase reporter cells, luminescence, 24 h | Potency, µM (titrated, usually from 38.3 µM), for inactives: top-dose activity change, negative = inhibition, most hits filed as inhibitors | AID 624418, 2012 | 0.13% of 410,000 active;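 note: loss of luciferase light is scored as toxicity; potency is the fitted concentration of half-maximal effect; % is set by controls: 0 for no effect and ±100 for the full control effect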
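MLSMR compounds, 24 hr on cells at 37 deg C/5% CO2; luminescence after luciferase reagent (12 min RT). Inhibition counted as the undesired cytotoxic outcome.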
D3 ag: qHTS of D3 Dopamine Receptor Agonist: qHTS; max activation, %; D3R DiscoveRx beta-arrestin cells, luminescence, 90 min; 0.58% of 410,000 active; D(3) dopamine receptor (Homo sapiens), P35462; in the data active = max activation above about 30%; note: 0% is about no effect; mostly tested at two doses, the higher about 12 µM
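Agonist-mode cell screen: cells plated at 1500/well and incubated overnight at 37 °C, then exposed to library compounds for 90 min at 37 °C. Detection reagent was added for 30–60 min at room temperature, and luminescence was read.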
PLK1 PBD inh: qHTS for Inhibitors of PLK1-PDB (polo-like kinase 1 - polo-box domain): Primary Screen | Plk1 PBD binding of FITC phosphopeptide, fluorescence polarization | Potency, µM, for the others: max response, negative = inhibition, hits mostly inhibitors | 2.8% of 360,000 active; note: potency is the fitted concentration of half-maximal effect; series mostly up to about 57 µM; % is set by controls: 0 for no effect and ±100 for the full control effect; nearly all actives have a fitted effect of over 65% in size
GLP1R inv ag: qHTS of GLP-1 Receptor Inverse Agonists (Inhibition Mode) | AID 624417, 2012 | HEK293 GLP-1R CRE-luciferase, luminescence, 24 h; GLP-1R form is constitutively active | 1.6% of 410,000 active | Potency, µM (series often up to 38.3 µM), for inactives: at the highest dose activity change, negative = inhibition, hits mostly inhibitors; note: potency is the fitted concentration of half-maximal effect; % is set by controls: 0 for no effect and ±100 for the full control effect; nearly all actives have a fitted effect of over 55% in size
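Inverse agonists were sought by their lowering of basal cAMP reporter luciferase output in HEK293 cells stably carrying constitutively active human GLP-1R, after 24 h compound treatment.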
* marks the source's active call; other numbers are inactive results; ? = inconclusive; · = no result given; & = joins results of further samples; [ ] = another dose, or the depositor's remark. Unless noted, calls come from the whole dose curve; as a rule, active = well fitted curve in the direction sought with a large enough effect; inconclusive = small, poorly fitted or top-dose-only effect, or another doubt; inactive = no such curve, though single readings can be large; an effect the other way counts as inactive or inconclusive.

SMILES | DRD3 antagonist | PI5P4K alpha inh | GLP1R ag | WRN inhibitor | IL-2 act | HEK293 tox | D3 ag | PLK1 PBD inh | GLP1R inv ag
CCCSc1nc(O)c(C(c2ccc(OC)c(O)c2)c2c(O)nc(SCCC)n(C)c2=O)c(=O)n1C | 3 | -5 | 0% | ? | 0.7 | -7% | 7 | 9.5µM* | -1%
N#C/C(=C(/O)COC(=O)c1cccnc1Cl)c1nc2ccccc2[nH]1 | 7 | -20 | -1% | -1% | 1.5 | ? | 4 | -3% | 103%[activator]
CCSc1nc(C)nc2c1oc1ccccc12 | 6 | -1 | 19% | 6% | 0.1 | 6% | 1 | -1% | 56%[activator]
CCOc1cc(NC(=S)NCCCN(C)C)c(OCC)cc1NC(=O)c1cccs1 | 12 | -4 | 0% | -4% | -0.7 | -20% | -7 | -5% | -22%
COc1cccc(Cl)c1NC(=O)N1CCN(c2ccnc3cc(Cl)ccc23)CC1 | 8 | -3 | 0% | 1% | 1.5 | 13% | -9 | 0% | ?
COc1cccc(-c2nc(CS(=O)(=O)CC(=O)NCCc3ccc(OC)cc3OC)c(C)o2)c1 | -14 | 3 | -4% | 3% | -0.6 | -4%&-6% | 4&-12 | -13% | ?
O=C(CSc1nc2ccccc2o1)c1ccccc1 | -17 | -1 | 3% | -15% | -5.1 | 9% | -3 | -3% | -12%
CCSc1nc2c(c(=O)[nH]c(=O)n2C)n1C/C=C(/C)Cl | 1 | 6 | 0% | -27% | 0.1 | 14% | 0 | -9% | 95%[activator]
CCc1ccc(-c2cc(C(=O)N/N=C/c3ccco3)[nH]n2)cc1 | -10 | -18 | 19% | -9% | 0.0 | -10% | -7 | -6% | 4%
COc1ccc([N+](=O)[O-])cc1NC(=O)/C=C/C(=O)O | 10 | -4 | -1% | -18% | 2.9 | -1% | 4 | -9% | 0%
Cn1cccc1/C=N/NC(=O)Cn1cnc2ccccc21 | -75* | 1 | -11% | -1% | 0.8 | -1% | 3 | 4% | -9%
CCc1cc2cc(C)c(C)cc2nc1SCC(=O)Nc1cc(C)on1 | -9 | 2 | 5% | 9%[57.1 µM] | 1.3 | -1% | 1 | -5% | 0%
CCOc1cc(/C=C(/C#N)c2nc3ccccc3[nH]2)ccc1Oc1ccc([N+](=O)[O-])cn1 | -25 | · | 5% | -14% | 1.7 | -17% | 4 | -7% | ?
CCC(=O)N(Cc1cc2ccccc2[nH]c1=O)c1ccccc1OC | 10 | -1 | -1% | -1% | 1.1 | -20% | 0 | -1% | 14%
CCC(c1nnnn1CCc1ccccc1)N(Cc1ccco1)Cc1cc2cccc(C)c2[nH]c1=O (centres undefined) | ? | 27 | 4% | -17% | -5.1 | -4% | 1 | 0% | ?
COc1cccc(NC(=S)N/N=C2/CCCCc3ccccc32)c1 | -60* | 0 | 24% | -12% | -1.0 | -13% | -16 | -10% | ?
Cc1csc(=N)n1CC(=O)N1CCc2ccccc21 | -86* | -7 | -2% | 13% | 1.1 | -21% | -27 | -9% | -5%
Cc1ccc(-c2c(C)sc3nc(CN4CCN(CC(=O)NC5CC5)CC4)[nH]c(=O)c23)cc1 | 40 | -1 | 0% | -1% | -0.5 | -5% | 6 | -3% | -30%
CCOc1ccc(-c2cc(C(=O)OC)[nH]n2)cc1 | 9 | 0 | 7% | -2% | 0.3 | 8% | 7 | -12% | 39%[activator]
O=C(COC(=O)C1(c2ccc(Cl)cc2)CCCC1)NC1CCS(=O)(=O)C1 (centres undefined) | 0 | 22 | -4% | -2% | 1.6 | 6% | 10 | 0% | ?
O=C(CC1C[C@H](C(=O)N2CCOCC2)[C@@]2(CCC3CCCC3)c3[nH]c4ccccc4c3CCN2C1=O)NCCCn1ccnc1 (some centres undefined) | 11 | -2 | 10% | -3%[11.6 µM] | -0.5 | -8% | 3 | -14% | 12%
COc1ccccc1N1CCN(C(c2ccc(F)cc2)c2nnnn2C(C)C)CC1 (centres undefined) | 21 | 0 | -1% | -11% | -5.3 | 9% | -4 | -3% | -2%
Cc1nc2sc(C(c3ccco3)N3CCN(c4cccc(Cl)c4)CC3)c(O)n2n1 (centres undefined) | 4 | · | -1% | -11% | -2.1 | -20% | -9 | -9% | ?
CC(C)C[C@H](NC(=O)c1nc[nH]c1C(=O)NC1CCNCC1)C(=O)OC(C)(C)C | 18 | -4 | -4% | 6% | 0.0 | -22% | 8 | 6% | ?
CC1CC(C)CN(C(=O)/C=C/c2ccc(S(=O)(=O)N3CCOCC3)cc2)C1 (centres undefined) | -29 | 0 | 5% | -24% | -3.1 | 12% | -8 | -13% | -14%
COc1ccc(-c2cc(C(=O)N3CCOCC3)no2)cc1 | 5 | -15 | 0% | 2% | -2.8 | 0% | 1 | -12% | ?
FCCCOc1ccc(-c2nccc(-c3ccc(Cl)cc3)n2)cc1 | 0 | 23 | -8% | -8% | -2.8 | 2% | 8 | 2% | 5%
CCOC(=O)[C@]12CCCC=C1N(CCc1ccc(OC)c(OC)c1)C(=O)[C@H](CC(=O)N1CCSCC1)C2 | -23 | -9 | · | 6% | -0.5 | 0% | -2 | -2% | 11%
COc1ccc(N2CC(C(=O)N/N=C/c3ccc(C)cc3)CC2=O)cc1 (centres undefined) | -15 | 1 | 12% | -4% | 2.5 | -25% | 0 | -9% | ?
CCOc1ccc(/C=C/C(=O)N(CC)CC(=O)NCc2cccs2)cc1OC | 10 | 4 | 18% | -1% | -1.7 | -3% | 0 | 0% | 5%
CCOC(=O)[C@@H]1[C@H]2COc3ccc(Br)cc3[C@H]2N2C(=O)N(c3ccc(F)cc3)C(=O)[C@]12C | 5 | 5 | -6% | -29% | -1.8 | -26% | -7 | -16% | 0%
Cc1nc2ccc(NC(=O)NCc3ccco3)cc2s1 | -24 | · | ? | 4% | 0.8 | 6% | -12 | -13% | 59%[activator]
O=C(Nc1ccc(C(F)(F)F)cc1)c1ccc2nc[nH]c2c1 | -5 | 3 | 10% | 0% | -0.6 | -11% | 5 | -11% | ?
Cc1ccc(/C=N/NC(=O)c2ccccc2OCc2cccc(Br)c2)o1 | 20 | -18 | 8% | -5% | -1.1 | 7%[7.66 µM] | 4 | -19% | -18%[7.66 µM]
COC(=O)c1ccc(N2CCN(c3ccccc3)CC2)c(NC(=O)C2CC2)c1 | -6 | -5 | 0% | 5% | -0.3 | 3% | -3 | -4% | 4%
COc1ccc(CCNC(=S)N2CCN(S(=O)(=O)c3ccccc3F)CC2)cc1 | 19 | -4 | -3% | -4% | -4.9 | -11% | 20 | -24% | ?
O=c1[nH]c(CCl)nc2cc(-c3ccc(Cl)cc3)sc12 | -25 | 3 | -18% | -7% | 0.5 | -4% | 5 | -6% | ?
CCOc1ccc(C(=O)Nc2ccc(N3CCN(C(=O)c4ccco4)CC3)cc2)cc1Br | -16 | 3 | 8% | ? | 0.3 | 8% | 4 | -7% | ?
COc1ccc(NC2CCCN(C(=O)c3ccc4nc(C)c(C)nc4c3)C2)cc1OC (centres undefined) | -9 | 0 | 7% | 0% | -2.0 | -1% | 2 | -12% | 10%
Cc1cc(=O)n2c3ccccc3n(CC(O)CN3CCCC3)c2c1C#N (centres undefined) | -13 | · | 0% | 56%[activator] | -0.1 | ? | 10 | 3% | 73%[activator]
COc1ccc(C(=O)NN=C(Cc2ccccc2)Cc2ccccc2)cc1OC | 17 | 15 | 28% | -9% | 0.2 | -19% | 2 | 10% | -4%
CC(Sc1ncnc2c1cnn2-c1ccccc1)C(=O)NCC1CCCO1 (centres undefined) | 2 | -6 | 4% | 17% | 0.0 | 2% | 2 | -1% | -8%
CCOc1ccccc1NC=C1C(=O)OC(C)(C)OC1=O | -7 | · | 23% | -11% | 0.6 | 0% | 2 | -6% | 3%

8 entries from above, set out differently:
| compound | DRD3 antagonist | PI5P4K alpha inh | GLP1R ag | WRN inhibitor | IL-2 act | HEK293 tox | D3 ag | PLK1 PBD inh | GLP1R inv ag |
| --- | --- | --- | --- | --- | --- | --- | --- | --- | --- |
| O=C(Nc1ccc(C(F)(F)F)cc1)c1ccc2nc[nH]c2c1 | -5 | 3 | 10% | 0% | -0.6 | -11% | 5 | -11% | ? |
| Cc1ccc(/C=N/NC(=O)c2ccccc2OCc2cccc(Br)c2)o1 | 20 | -18 | 8% | -5% | -1.1 | 7%[7.66 µM] | 4 | -19% | -18%[7.66 µM] |
| COC(=O)c1ccc(N2CCN(c3ccccc3)CC2)c(NC(=O)C2CC2)c1 | -6 | -5 | 0% | 5% | -0.3 | 3% | -3 | -4% | 4% |
| COc1ccc(CCNC(=S)N2CCN(S(=O)(=O)c3ccccc3F)CC2)cc1 | 19 | -4 | -3% | -4% | -4.9 | -11% | 20 | -24% | ? |
| O=c1[nH]c(CCl)nc2cc(-c3ccc(Cl)cc3)sc12 | -25 | 3 | -18% | -7% | 0.5 | -4% | 5 | -6% | ? |
| CCOc1ccc(C(=O)Nc2ccc(N3CCN(C(=O)c4ccco4)CC3)cc2)cc1Br | -16 | 3 | 8% | ? | 0.3 | 8% | 4 | -7% | ? |
| COc1ccc(NC2CCCN(C(=O)c3ccc4nc(C)c(C)nc4c3)C2)cc1OC (centres undefined) | -9 | 0 | 7% | 0% | -2.0 | -1% | 2 | -12% | 10% |
| Cc1cc(=O)n2c3ccccc3n(CC(O)CN3CCCC3)c2c1C#N (centres undefined) | -13 | · | 0% | 56%[activator] | -0.1 | ? | 10 | 3% | 73%[activator] |

Not a hit list; 7.8% or so of the library scored in one or more.
